Assay outcomes (PubChem BioAssay)
TAAR1 ag – human TAAR1 agonism | activation, % at 3 µM | CHO RD-HGA16 TAAR1, Fluo-8 calcium fluorescence; vehicle wells 0%, saturating PEA agonist 100% | actives 0.99% (n = 360,000);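 active = activation above the mean activation of all test compounds in the run plus 3 SD, cut at about 38% in these data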
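test system = CHO RD-HGA16 cells carrying human TAAR1 plus Gα16 | schedule = 17-24 h seeding, 75 min 37 °C dye, 30 min RT | compound dosing = 3 µM single concentration | control set = DMSO and PEA EC100 | replicates = n 1 | signal = Fluo-8 fluorescence, 5 s baseline then 140 s kinetic read | measure = percent activation vs PEA EC100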
M4 ag – agonists of human muscarinic M4 receptor (CHRM4) | P08173 | CHO-K1 hM4/Gqi5, Fluo-8 calcium fluorescence; vehicle 0%, full acetylcholine response 100% | AID 624127 | actives 0.14% (n = 360,000) | activation, % at 3 µM;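 active = activation above the run mean over all test wells plus 3 SD, cut at about 32% in these data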;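 also: peak over basal fluorescence ratio per well then scaled between controls; 0% = DMSO wells and 100% = acetylcholine at EC100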
Target sequence (P08173 whole entry, looked up): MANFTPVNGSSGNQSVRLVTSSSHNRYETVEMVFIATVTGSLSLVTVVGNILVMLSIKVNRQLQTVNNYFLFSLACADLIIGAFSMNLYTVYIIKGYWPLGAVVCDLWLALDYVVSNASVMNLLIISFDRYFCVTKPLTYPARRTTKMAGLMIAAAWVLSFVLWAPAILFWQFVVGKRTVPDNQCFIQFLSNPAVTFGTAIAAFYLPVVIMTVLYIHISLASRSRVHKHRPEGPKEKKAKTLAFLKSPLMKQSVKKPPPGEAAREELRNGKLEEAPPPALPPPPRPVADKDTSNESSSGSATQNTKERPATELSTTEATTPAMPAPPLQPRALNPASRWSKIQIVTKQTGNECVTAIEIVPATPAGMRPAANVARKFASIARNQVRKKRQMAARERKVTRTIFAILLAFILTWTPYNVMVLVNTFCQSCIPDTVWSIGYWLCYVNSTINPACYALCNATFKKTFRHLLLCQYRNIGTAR
M5 antag – blocks acetylcholine activation of human M5 receptor; AID 624040; inhibition, % at 3 µM; actives 0.59% (n = 360,000); P08912; CHO-hM5 cells, Fluo-8 calcium fluorescence, ACh EC80;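 active = inhibition above a per-plate cutoff, the mean of that plate's test compounds plus 3 SD, cut at about 27% in these data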;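 also: 0% = acetylcholine EC80 with DMSO and 100% = DMSO without agonist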
CHRM1 agonist – human M1 muscarinic receptor agonism | activation, % at 3 µM | P11229 | actives 0.33% (n = 360,000) | CHO-K1 hM1, Fluo-8 calcium fluorescence, agonist mode; 0% DMSO, 100% acetylcholine EC100;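 active = activation above the run's mean compound activation plus 3 SD, cut at about 16% in these data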;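 also: peak over basal fluorescence ratio within a 140 s kinetic read after compound addition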
Target sequence (P11229 whole entry, looked up): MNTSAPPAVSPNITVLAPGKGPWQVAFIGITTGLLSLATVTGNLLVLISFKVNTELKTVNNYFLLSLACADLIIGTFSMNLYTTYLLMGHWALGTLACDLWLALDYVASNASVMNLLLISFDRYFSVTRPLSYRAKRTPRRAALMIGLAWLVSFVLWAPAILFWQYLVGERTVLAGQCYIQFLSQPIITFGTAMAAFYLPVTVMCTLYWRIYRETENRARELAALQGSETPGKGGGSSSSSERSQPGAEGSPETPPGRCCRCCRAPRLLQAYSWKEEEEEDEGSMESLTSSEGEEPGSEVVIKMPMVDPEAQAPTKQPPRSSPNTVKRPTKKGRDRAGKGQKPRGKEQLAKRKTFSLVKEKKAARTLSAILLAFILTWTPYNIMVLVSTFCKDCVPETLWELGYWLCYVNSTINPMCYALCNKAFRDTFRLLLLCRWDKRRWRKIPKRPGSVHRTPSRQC
CHRM1 PAM – potentiates human M1 receptor response to acetylcholine; P11229; CHO-K1 hM1, Fluo-8 calcium fluorescence, ACh EC20; 0% = ACh EC20, 100% = maximal ACh; activation, % at 3 µM; actives 0.088% (n = 360,000); AID 588819; in the data active = activation above about 19%, passing the limit was not always enough
M4 antag – CHRM4 antagonism in calcium assay. actives 0.73% (n = 360,000). P08173. inhibition, % at 3 µM. CHO-hM4 cells, ACh EC80, Fluo-8 calcium fluorescence;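 active = inhibition above its plate's cutoff, the mean inhibition of sample wells plus 3 SD, cut at about 27% in these data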;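 also: 0% = acetylcholine EC80 with DMSO and 100% = DMSO without agonist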
CHRM1 antagonist – antagonists of human M1 muscarinic receptor; inhibition, % at 3 µM; actives 1.3% (n = 360,000); P11229; CHO-K1 hM1, Fluo-8 calcium fluorescence, ACh EC80 antagonist;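 active = percent inhibition above its own plate's cutoff, namely the mean of that plate's compound wells plus 3 SD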;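 also: peak over basal fluorescence ratio during 140 s after agonist addition; 0% = ACh EC80 plus DMSO and 100% = DMSO alone without agonist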
M5 PAM – CHRM5 positive allosteric modulation | P08912 | CHO-K1 hM5, Fluo-8 calcium, ACh EC20 PAM; 0% = ACh EC20, 100% = ACh EC100 | activation, % at 3 µM | actives 0.3% (n = 360,000);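 active = activation above the run cutoff, the mean activation of all test compounds plus 3 SD, cut at about 18% in these data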
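Probe or stimulus: acetylcholine, EC20 level; Assay system: human M5 receptor in CHO-K1 cells; Schedule: compound preincubation 140 s before EC20 acetylcholine addition; Technique: intracellular calcium via Fluo-8 fluorescence; Dosing: single-point, 3 µM nominal; Read-out basis: percent activation from peak-over-basal fluorescence ratio, scaled EC20-to-EC100 acetylcholine; Repeats: one well per compound, no replicates.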
CHRM5 agonist – agonists of human muscarinic M5 receptor (CHRM5). P08912. CHO-K1 hM5 cells, Fluo-8 calcium fluorescence; 0% DMSO wells, 100% maximal acetylcholine response. activation, % at 3 µM. actives 0.19% (n = 360,000);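 active = activation above the run's mean over test compounds plus 3 SD, cut at about 23% in these data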;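 also: signal is peak over basal fluorescence ratio across the kinetic read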
Active calls of the source: *; / = no result given. These rows are one share of the data (hit frequency here may not be typical).

Short keys: A = TAAR1 ag; B = M4 ag; C = M5 antag; D = CHRM1 agonist; E = CHRM1 PAM; F = M4 antag; G = CHRM1 antagonist; H = M5 PAM; I = CHRM5 agonist
> COC(=O)c1ccc(NC(=S)N2CCN(Cc3cccc(C)c3)CC2)cc1
  A: 17; B: 4; C: 4; D: -6; E: 3; F: 8; G: 2; H: 0; I: -3

> O=C(NCCCSc1ccccc1)c1cc(Cl)ccc1O
  A: -2; B: 14; C: 7; D: 3; E: -5; F: -8; G: 14; H: -19; I: 3

> CCCNC(=O)C1(C)CCCN(Cc2ccc3ccccc3c2)C1 (centres undefined)
  A: -1; B: 0; C: 10; D: -7; E: 11; F: -10; G: -11; H: 11; I: -5

> O=C(c1cccc2ccccc12)C1CCCN(C(=O)CCc2cnccn2)C1 (centres undefined)
  A: 6; B: 5; C: 21; D: -10; E: 14; F: -12; G: -14; H: -14; I: -3

> COc1ccc(S(=O)(=O)Nc2nnc(C(C)C)s2)cc1
  A: 4; B: 0; C: -5; D: -2; E: 2; F: -7; G: -5; H: -1; I: 0

> Cn1cc(NC(=O)Nc2ccc(C(F)(F)F)cc2)c(C(F)(F)F)n1
  A: 12; B: 13; C: 23; D: 4; E: -1; F: 3; G: -7; H: -20; I: 4

> NC(=O)/C=C\c1cn(-c2ccccc2)nc1-c1ccc2c(c1)OCCO2
  A: 11; B: 6; C: 4; D: -1; E: -6; F: 12; G: 9; H: -3; I: 3

> O=C(CSc1nnc(-c2ccncc2)n1Cc1ccco1)N1c2ccccc2Sc2ccc(Cl)cc21
  A: 12; B: 0; C: -4; D: -3; E: -1; F: 1; G: 0; H: 0; I: 1

> N#Cc1c(C(F)(F)F)cc(-c2ccco2)nc1SCc1ccncc1
  A: 1; B: 16; C: 26; D: 8; E: -3; F: 25; G: 12; H: -5; I: 0

> C#CCOCCOCCOCCNc1nc(N2CCOCC2)nc(N2CCN(C(=O)[C@H](CCCCN)n3cc([C@@H](N)CO)nn3)CC2)n1
  A: 4; B: 1; C: 9; D: -5; E: 9; F: 2; G: -9; H: 3; I: 2

> Cc1cc(=O)cc(C)n1-c1ccc(Cl)cc1
  A: 1; B: 1; C: 9; D: -2; E: 11; F: -5; G: -16; H: 8; I: 1

> CC(C)N1C(=O)CCC1C(=O)NCCc1ccccc1 (centres undefined)
  A: 4; B: 0; C: -8; D: -5; E: 4; F: -2; G: -3; H: 2; I: 2

> O=C(Oc1ccccc1)c1ccc(-n2cnnn2)cc1
  A: 3; B: 2; C: -7; D: 0; E: 7; F: 4; G: -1; H: -2; I: 2

> COc1cc2[nH]c3c(=O)n(CCN4CCOCC4)cnc3c2cc1OC
  A: 1; B: 1; C: 13; D: -2; E: 8; F: 1; G: -13; H: -6; I: -4

> Cc1ccc(OCCC(=O)N(CCC(C)C)c2c(N)n(Cc3ccccc3)c(=O)[nH]c2=O)cc1
  A: /; B: 0; C: 6; D: -3; E: 9; F: 1; G: -17; H: 2; I: 1

> CCOc1ccc(C(=O)OCC(=O)N(Cc2ccccc2)Cc2ccccc2)cc1OC
  A: 3; B: 1; C: 3; D: -3; E: -1; F: -12; G: -7; H: 0; I: -2

> CCCCCCCCC(=O)N1CCN(c2cc3c(cc2F)c(=O)c(C(=O)O)cn3CC)CC1
  A: 1; B: 2; C: 10; D: 5; E: -1; F: 11; G: -12; H: -4; I: -4

> COc1ccc(Cl)cc1C(=O)OCC(=O)N(C)CC(=O)Nc1ccc(F)cc1
  A: 2; B: 1; C: 1; D: -1; E: 1; F: -8; G: 0; H: -4; I: 2

> O=[N+]([O-])c1ccc(COc2ncnc3ccccc23)cc1
  A: 3; B: 2; C: 5; D: -3; E: 9; F: -2; G: 3; H: 10; I: 4

> Cc1ccc2cc(CCNC(=O)C3CCCCC3)c(=O)[nH]c2c1C
  A: 1; B: 2; C: 2; D: -1; E: 6; F: -6; G: -4; H: -4; I: 0

> Cc1nnn(C23C[C@@H]4C[C@@H](CC(C(=O)N5CCN(c6ccccc6)CC5)(C4)C2)C3)n1
  A: 3; B: 1; C: 3; D: 1; E: 5; F: 5; G: -10; H: -2; I: 0

> CC(=O)c1ccc(NC(=O)c2onc(C)c2Cl)cc1
  A: -2; B: 2; C: 2; D: -2; E: 4; F: -14; G: -8; H: 2; I: -2

> Cc1nn(C(C)C(=O)NCc2ccco2)c(=O)c2nn(-c3ccccc3)c(C)c12 (centres undefined)
  A: 0; B: 10; C: 20; D: -2; E: 9; F: 8; G: -10; H: -8; I: -1

> CCOc1ccc(C(=O)NCC(=O)NCC(c2ccccc2OC)N2CCCC2)cc1 (centres undefined)
  A: 4; B: 0; C: 3; D: -7; E: -4; F: 0; G: 12; H: -8; I: -11

> Cc1noc(C)c1NC(=O)N(C)C[C@H]1Oc2c(NC(=O)c3ccncc3)cccc2C(=O)N([C@H](C)CO)C[C@@H]1C
  A: 7; B: 2; C: -16; D: 4; E: 15; F: -21; G: -3; H: 7; I: 2

Arranged by length of the SMILES (rising): some entries from above
Short keys: A = TAAR1 ag; B = M4 ag; C = M5 antag; D = CHRM1 agonist; E = CHRM1 PAM; F = M4 antag; G = CHRM1 antagonist; H = M5 PAM; I = CHRM5 agonist
> CC(C)N1C(=O)CCC1C(=O)NCCc1ccccc1 (centres undefined)
  A: 4; B: 0; C: -8; D: -5; E: 4; F: -2; G: -3; H: 2; I: 2

> N#Cc1c(C(F)(F)F)cc(-c2ccco2)nc1SCc1ccncc1
  A: 1; B: 16; C: 26; D: 8; E: -3; F: 25; G: 12; H: -5; I: 0

> CCOc1ccc(C(=O)NCC(=O)NCC(c2ccccc2OC)N2CCCC2)cc1 (centres undefined)
  A: 4; B: 0; C: 3; D: -7; E: -4; F: 0; G: 12; H: -8; I: -11

> Cc1nnn(C23C[C@@H]4C[C@@H](CC(C(=O)N5CCN(c6ccccc6)CC5)(C4)C2)C3)n1
  A: 3; B: 1; C: 3; D: 1; E: 5; F: 5; G: -10; H: -2; I: 0

New compounds follow:
Short keys: A = TAAR1 ag; B = M4 ag; C = M5 antag; D = CHRM1 agonist; E = CHRM1 PAM; F = M4 antag; G = CHRM1 antagonist; H = M5 PAM; I = CHRM5 agonist
> Cc1ccc(S(=O)(=O)NN=C2CCN(Cc3ccccc3)CC2)cc1
  A: 1; B: 0; C: 2; D: -6; E: 10; F: 6; G: -8; H: -2; I: 0

> O=C(Cn1cnc2c(OCc3ccccc3)ncnc21)NCCN1CCOCC1
  A: 0; B: 1; C: -10; D: -3; E: 10; F: 0; G: -10; H: 2; I: 0

> C#CCOCCOCCOCCNc1nc(N2CCN(C(=O)[C@H](CCCCN)n3cc(CN)nn3)CC2)nc(N2CCN(C(=O)[C@H](CCCCN)n3cc([C@@H](N)CC(N)=O)nn3)CC2)n1
  A: 7; B: 1; C: 17; D: -3; E: 10; F: -5; G: -3; H: -1; I: 0

> O=C(CN(c1cccc([N+](=O)[O-])c1)S(=O)(=O)c1ccccc1)N(Cc1ccccc1)Cc1ccccc1
  A: 4; B: 1; C: 1; D: -7; E: -2; F: 9; G: 4; H: 2; I: 0

> Cc1cc(C)c2nc(N(CCN(C)C)C(=O)/C=C/c3cccs3)sc2c1
  A: 6; B: 3; C: -56; D: 2; E: 15; F: 2; G: 3; H: 19*; I: 1

> Cc1nc2sc(C(c3cccs3)N3CCN(c4ccccc4)CC3)c(O)n2n1 (centres undefined)
  A: 0; B: 2; C: 1; D: -3; E: 6; F: -21; G: -12; H: -2; I: 0

> CS(=O)(=O)N1CCN(C(=O)c2cc(-c3ccccc3)nc3ccccc23)CC1
  A: 11; B: 14; C: 0; D: 1; E: -9; F: -7; G: 9; H: -18; I: 5

> FC(F)(F)c1cc(CCN2CCNC[C@@H]2CC2CCCCC2)cc(C(F)(F)F)c1
  A: 61*; B: 0; C: 26; D: 12; E: -8; F: 29*; G: 36*; H: -39; I: -11

> CC1CCCCN1CC(=O)Nc1sccc1C#N (centres undefined)
  A: 3; B: 1; C: 2; D: -7; E: 2; F: 8; G: 0; H: -1; I: -2

> Cc1ccc2c(c1)[C@H]1[C@H](CO2)[C@H](c2ccccc2)[C@]2(C)C(=O)N(C)CC(=O)N12
  A: 19; B: 4; C: -13; D: 5; E: 8; F: -6; G: -14; H: 2; I: 5

> COc1cccc(C(=O)Nc2cc(C)nn2-c2ccccc2)c1OC
  A: 7; B: 14; C: 2; D: -6; E: 0; F: 6; G: 5; H: -1; I: 4

> COc1c(Cl)cc(C(=O)Nc2ccc(Cl)cn2)cc1Cl
  A: 14; B: -1; C: -2; D: -4; E: 3; F: -3; G: -4; H: 4; I: -2

> CC(C)c1ccc(/C=N/NC(=O)c2nnn(-c3nonc3N)c2CSC2=NCCS2)cc1
  A: 8; B: 0; C: 5; D: -4; E: 3; F: -2; G: 0; H: -1; I: -1

> O=C(c1cccc(C(F)(F)F)c1)C1CCCN(C(=O)CCn2cnnn2)C1 (centres undefined)
  A: -1; B: 1; C: -3; D: -6; E: -2; F: 0; G: -16; H: 3; I: 1

> C/C(O)=C\c1nc2ccccc2oc1=O
  A: 10; B: 2; C: 5; D: -4; E: -3; F: -3; G: 1; H: -9; I: -2

> Cc1ccc(/C=N/N2CCN(Cc3ccc(Cl)cc3)CC2)o1
  A: 2; B: 5; C: 6; D: -3; E: 5; F: 31*; G: 5; H: -3; I: -2

> O=C(CN1C(=O)C2C3c4ccccc4C(c4ccccc43)C2C1=O)Nc1ccccc1C(=O)O (centres undefined)
  A: 4; B: 1; C: -2; D: -5; E: 8; F: 0; G: -5; H: 2; I: -3

> O=C(NCCCn1ccnc1)C1CC2CCC1C2 (centres undefined)
  A: 4; B: 0; C: 3; D: -6; E: 4; F: 4; G: -5; H: 2; I: -5

> Cc1ccc(S(=O)(=O)N/N=C\c2cccnc2)cc1
  A: -1; B: 1; C: 2; D: 2; E: 15; F: 5; G: -23; H: 4; I: 1

> O=C(c1ccc(CS(=O)Cc2ccc(Cl)cc2)o1)N1CCN(c2ccccn2)CC1 (centres undefined)
  A: 10; B: 12; C: -3; D: -2; E: -8; F: -2; G: 10; H: -6; I: 1

> O=C(CSc1nccn1Cc1ccco1)Nc1ccccc1
  A: 0; B: 1; C: -10; D: 3; E: 16; F: -23; G: 0; H: 4; I: -5

> Cc1ccc(NC(=O)CNc2ccc(Cl)cc2F)cc1
  A: 0; B: 1; C: -4; D: -5; E: -5; F: 4; G: 0; H: 0; I: -2

> CCCc1nnc(NC(=O)CCC(=O)N2CCN(CCn3c(C)ccc3C)CC2)s1
  A: 5; B: 0; C: -9; D: -4; E: 4; F: 8; G: -13; H: 5; I: -2
